PAX8 inh HTS – PAX8 transcriptional activity inhibition; actives 1.2% (n = 360,000); RMG-I TPO-luciferase reporter, SteadyGlo, 24 h; inhibition, % at 12.6 µM;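 active = mean replicate inhibition at least 60% with every replicate also reaching 60%; inconclusive = only one of the two criteria is met; inactive = mean below 60% and not all replicates reaching 60%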;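 also: luciferase light reporting Pax8 driven TPO promoter activity; plate controls were median of neutral control wells for no effect and mitoxantrone controls for full effect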
ARNT-TACC3 inh – disrupts binding between human ARNT and TACC3. AlphaScreen His-ARNT PAS-B/GST-TACC3 binding, luminescence; TACC3 fragment carries E629A point mutation. inhibition, % at 9.99 µM. actives 0.66% (n = 390,000). AID 623870;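 active = mean inhibition of replicates at least 50% and at least half of replicates each reaching 50%; inconclusive = half or more replicates reach 50% but mean below 50%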;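 also: 0% = complete ARNT plus TACC3 wells and 100% = ARNT alone without TACC3; many hits fall short of the cut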
LGR2 antag – Drosophila LGR2 receptor signaling inhibition | HEK293 LGR2, CRE-luciferase, bursicon-stimulated, 4 h | inhibition, % at 9.99 µM | AID 720647 | actives 0.35% (n = 380,000);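 active = drop in luminescence signal, shown as inhibition above about 50% in the replicate tests, limit read from the data, passing the limit was not always enough; inconclusive = probably only some replicates passing the limit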;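 also: agonist challenge used bursicon conditioned medium at about half maximal strength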
EWS-Fli block – EWS/Fli transcriptional activity inhibition; inhibition, % at 12.6 µM; A673 NR0B1-luciferase reporter, viability-normalised; AID 651661; actives 0.67% (n = 350,000);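 active = mean inhibition of at least 50% after viability correction, with every replicate also passing that limit; inconclusive = mean reaches 50% but only one of two replicates passes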;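 also: firefly luciferase signal divided by Alamar Blue viability fluorescence both relative to DMSO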
Casp6 inh – caspase-6 (human) enzyme inhibition. actives 0.53% (n = 350,000). AID 686996. purified caspase-6, Z-VEID-R110 cleavage fluorescence. inhibition, % at 12.5 µM. P55212;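 active = mean inhibition across replicates at least about 35%, with every replicate also reaching that limit, limit read from the data; inconclusive = only one of the two criteria met; inactive = neither criterion met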;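 also: 0% = median of neutral control wells and 100% = no fluorescence left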
Target sequence (P55212 24-179 limits assumed): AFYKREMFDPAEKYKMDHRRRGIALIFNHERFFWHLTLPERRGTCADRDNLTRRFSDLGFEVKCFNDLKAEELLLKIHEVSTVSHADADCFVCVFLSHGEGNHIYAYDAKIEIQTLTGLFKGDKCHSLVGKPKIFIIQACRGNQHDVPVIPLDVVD
Target sequence (P55212 194-293 limits assumed): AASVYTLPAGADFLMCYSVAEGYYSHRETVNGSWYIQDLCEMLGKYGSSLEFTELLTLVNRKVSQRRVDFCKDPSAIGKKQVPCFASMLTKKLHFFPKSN
SIRT5 block – inhibitors of human sirtuin-5 desuccinylase | actives 1.1% (n = 330,000) | Q9NXA8 | inhibition, % at 15 µM | Purified SirT5, succinyl-peptide AMC, trypsin-coupled fluorescence; in the data active = inhibition above about 15%; inconclusive = no clear call, values can overlap the other calls
Target sequence (Q9NXA8 whole entry, looked up): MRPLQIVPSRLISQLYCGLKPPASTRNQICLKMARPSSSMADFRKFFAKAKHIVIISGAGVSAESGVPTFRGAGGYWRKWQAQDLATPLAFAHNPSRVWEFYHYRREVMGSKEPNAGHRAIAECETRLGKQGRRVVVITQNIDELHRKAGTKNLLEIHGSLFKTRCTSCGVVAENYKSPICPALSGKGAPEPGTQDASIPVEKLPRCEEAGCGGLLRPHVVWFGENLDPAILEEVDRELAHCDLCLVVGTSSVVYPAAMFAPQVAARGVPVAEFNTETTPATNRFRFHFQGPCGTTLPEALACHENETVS
DENV2 CPE rescue – inhibitors of DENV2 cytopathic effect; actives 1.7% (n = 350,000); DENV2-infected cells, cytopathic effect rescue, plate reader; AID 651640; CPE inhibition, % at 9.99 µM; in the data active = CPE inhibition above about 20%, passing the limit was not always enough; inconclusive = no clear call, values can overlap the other calls; tested in BHK-21 cells;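 also: 0% = median of neutral control wells and 100% = median of positive control wells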
Numbers without * were called inactive; ? = inconclusive; . = no result given.

SMILES	PAX8 inh HTS	ARNT-TACC3 inh	LGR2 antag	EWS-Fli block	Casp6 inh	SIRT5 block	DENV2 CPE rescue
C[C@@H]1CCCCO[C@@H](CN(C)S(=O)(=O)c2ccccc2)[C@H](C)CN([C@H](C)CO)C(=O)c2cc(NC(=O)Nc3ccc4c(c3)OCO4)ccc2O1	-1	1	-2	11	-1	4	8
C[C@@H]1CN([C@H](C)CO)C(=O)c2cc(C#CCN(C)C)cnc2O[C@H]1CN(C)S(=O)(=O)c1ccccc1	.	0	-7	-1	-3	2	-3
COc1ccc(CCC(=O)Nc2ccc(Cn3ccnc3)cc2)cc1	4	6	-6	10	-3	2	-5
O=C(Nc1nn[nH]n1)c1cc(-c2ccc(Cl)c(Cl)c2Cl)nc2ccccc12	14	-4	7	-8	1	0	0
CCCNC(=O)[C@H]1[C@H](CO)[C@H]2Cn3c(ccc(/C=C/c4ccccc4)c3=O)[C@H]2N1CCC	.	-20	6	-1	-2	-28	-5
CCOc1ccc(NC(=S)Nc2cc(C)[nH]n2)cc1	-47	5	-29	-33	3	0	1
N#Cc1ccc(NC(=O)COC(=O)CCc2ccc(S(=O)(=O)N3CCCCC3)cc2)cc1	9	-5	.	15	2	-3	1
COc1cc(/C=C/C(=O)O)ccc1OS(=O)(=O)c1cc(C)ccc1C	13	-11	6	6	-7	6	0
O=C(C1CCCC1)N1CC(=O)N2[C@@H](CO)[C@H](c3ccc(C#CCc4ccccc4)cc3)[C@@H]2C1	.	.	23	-1	2	4	-21
COc1ccc(CN(C)C[C@@H]2OCCCC[C@@H](C)Oc3ccc(NS(=O)(=O)c4cn(C)cn4)cc3C(=O)N([C@@H](C)CO)C[C@H]2C)cc1	-6	17	-9	45	1	0	-11
COC(=O)c1ccc(C2=NOC(C)(c3nnc(-c4cccc(Cl)c4)o3)C2)cc1 (stereo not given)	-9	-3	5	0	.	.	.
Cc1nnc(SCC(=O)Nc2cc(S(C)(=O)=O)ccc2Cl)n1Cc1ccccc1	3	16	14	1	2	4	-5
CC(=O)CCC(=O)N1CCCC(N2CCN(c3cccc(Cl)c3)CC2)C1 (stereo not given)	-22	-3	-16	8	1	-7	6
Cc1ccccc1S(=O)(=O)NCC[C@H]1CC[C@@H](NC(=O)Nc2cccc(F)c2)[C@@H](CO)O1	5	8	9	7	2	-1	9
CCC(NC(=O)CNC(=O)c1ccc2c(c1)OCO2)c1ccc(Br)cc1 (stereo not given)	.	-11	23	-1	3	0	-4
CCc1cc2ccccc2nc1Cl	4	5	39	-3	0	1	5
Cc1ccc2nc(N3CCN(C(=O)c4ccccc4F)CC3)c(C#N)cc2c1	3	-2	-14	1	0	0	-3
O=C(/C=C/c1ccco1)Nc1ccc2c(c1)OCCO2	-62	1	32	10	1	3	-4
O=C(NNc1c(Cl)cccc1Cl)c1sccc1Cl	-2	-7	9	3	2	.	-1
C[C@@H]1CCCCO[C@H](CN(C)C(=O)Nc2ccccc2)[C@@H](C)CN([C@@H](C)CO)C(=O)c2cc(NS(=O)(=O)c3ccccc3)ccc2O1	18	-14	8	2	1	5	-14
CC(NCCc1ccc(O)cc1)C(O)c1ccc(O)cc1 (stereo not given)	-44	-6	-12	-8	-4	-1	5
CC(C)C[C@H](NC(=O)c1[nH]cnc1C(=O)N[C@@H](C)C(=O)OCc1ccccc1)C(=O)OC(C)(C)C	-25	8	.	-6	5	-3	8
Cn1c(=O)c2c(nc(N3CCOCC3)n2C/C=C/c2ccccc2)n(C)c1=O	3	.	.	16	-5	-1	-4
COc1ccc2c3c([nH]c2c1)[C@@H](CO)N(C(=O)Nc1ccc(F)cc1)CC31CCN(C(=O)c2ccccn2)CC1	.	.	-11	-1	8	-1	4
C[C@H]1CN([C@@H](C)CO)C(=O)Cc2cc(NC(=O)CCN3CCOCC3)ccc2O[C@@H]1CN(C)Cc1ccc(C(=O)O)cc1	20	-2	13	-3	.	.	17
O=C(NCC[C@@H]1CC[C@H](NS(=O)(=O)c2cccc(F)c2)[C@H](CO)O1)C1CCCCC1	7	-3	-1	0	-2	-3	0
C=CCOC(=O)[C@@H]1[C@H]2C(=O)O[C@H](c3ccccc3)[C@H](c3ccccc3)N2[C@H](c2ccc(OCCOC(=O)[C@@H]3C[C@@H]4C(=O)N[C@@H](Cc5ccccc5)C(=O)N4[C@@H]3c3ccc(O)cc3)cc2)[C@@]12C(=O)Nc1ccc(I)cc12	3	9	.	-3	1	19*	-5
COC(=O)c1ccc(/C=N\N2CCN(c3ccccc3)CC2)cc1	-50	0	-36	-46	-6	-3	5
COCCn1c(SCc2ccc(Cl)cc2)nc2c1c(=O)[nH]c(=O)n2C	9	-9	-1	4	2	0	1
CCCn1c(N)c(N(CCOC)C(=O)c2c(CC)noc2C)c(=O)[nH]c1=O	-6	-6	7	3	0	-1	-14
CCC(=O)N(C)C[C@@H]1Oc2ncc(C#Cc3ccccc3)cc2C(=O)N([C@H](C)CO)C[C@@H]1C	.	7	-9	-7	2	-6	7
CN(C)C=Nc1ccc([N+](=O)[O-])c2ccccc12	9	.	-18	-2	2	2	14
O=C(C[n+]1cccc(C(=O)N/N=C/c2ccc(Br)cc2)c1)c1ccccc1	-10	24	8	2	-9	3	-2
CCN(CC)S(=O)(=O)c1ccc(N2CC(C(=O)NCCc3c[nH]c4ccccc34)CC2=O)cc1 (stereo not given)	24	.	-10	17	2	0	0
CCNC(=O)C1(C)CCN(C(=O)c2ccccc2OC(F)(F)F)C1 (stereo not given)	4	.	6	-2	-2	-4	3
Nc1cc(=O)[nH]c(SCC(=O)Nc2ccc(S(=O)(=O)N3CCCC3)cc2)n1	-4	-4	2	-4	-1	-2	4
CCCc1cnc(N2CCN(C(=O)c3ccccc3)CC2)nc1	9	-5	-23	2	2	-2	1
CC(Oc1ccc(Cl)cc1)C(=O)Nc1ccccc1N1CCOCC1 (stereo not given)	20	3	5	2	2	-1	-12
COc1ccc(C(=O)CCC(=O)Nc2cc(Cl)c(O)c(Cl)c2)cc1	-9	0	12	8	7	1	8
O=C(CCC(=O)N1CCOc2ccccc21)NCc1cccnc1	.	-4	-23	2	1	-1	11
COc1ccccc1CCNC(=O)Cn1ccc2cc(S(=O)(=O)N3CCC(C)CC3)ccc21	5	0	8	10	2	-2	-3
O=C(CCCNC(=O)c1ccc(Cl)cc1)Nc1ccc(F)c(S(=O)(=O)N2CCOCC2)c1	9	0	-7	7	2	-2	4
CC(C)NC(=O)Nc1cccc2c1O[C@H](CN(C)C(=O)Nc1ccc3c(c1)OCO3)[C@H](C)CN([C@@H](C)CO)C2=O	.	-3	1	-4	4	5	7
C[C@@H]1CN([C@@H](C)CO)C(=O)c2cccc(NC(=O)C3CC3)c2O[C@@H]1CN(C)Cc1ccc(Cl)c(Cl)c1	.	-6	-5	-3	-4	0	7
CO[C@H]1CN(C)C(=O)c2cc(NC(=O)Nc3cccc(F)c3)ccc2OC[C@H](C)NC[C@@H]1C	.	1	4	-4	.	1	0
COc1ccccc1NC(=O)CC(=O)c1ccccc1	7	0	-4	-24	-2	-3	0
COc1ccccc1-c1cn(CC[C@@H]2CC[C@@H](NC(=O)C3CCC3)[C@@H](CO)O2)nn1	-12	14	7	-1	3	4	1
Cc1ccccc1OCC(=O)Nc1ccc(S(=O)(=O)N2CCOCC2)cc1	-9	.	-19	0	-2	-2	18
CCS(=O)(=O)NCC[C@H]1CC[C@@H](NS(=O)(=O)c2ccccc2C)[C@@H](CO)O1	22	2	0	0	-6	0	-3
COc1ccc(C2=NN(C(=O)c3ccccc3)C(c3ccc(OC)c(OC)c3)C2)c(O)c1 (stereo not given)	11	-6	3	14	1	1	2
CCCS(=O)(=O)c1c(S(=O)(=O)CCC)c2c(N)cccn2c1C(=O)c1ccc(OC)cc1	4	-1	6	8	3	16*	-5
CCOC(=O)C(=CN(CCc1ccccc1)CC(=O)OC)C(=O)OCC	-2	-4	-23	1	2	-1	?
CCc1ccc(C2CC(c3ccc(C)cc3)n3nc(N)nc3N2)cc1 (stereo not given)	-6	.	-2	2	28	.	-4
COc1ccc(S(=O)(=O)Nc2ccc3c(c2)C(=O)N([C@@H](C)CO)C[C@H](C)[C@H](CN(C)S(=O)(=O)c2ccc(F)cc2)OCCCC[C@H](C)O3)cc1	58	11	18	13	1	10	1
Cc1ccc(CN2[C@@H](Cc3ccccc3)C(=O)CS2(=O)=O)cc1	-18	-1	-11	-6	0	-1	-10
COC(=O)c1ccc(COC(=O)c2cccnc2Cl)cc1	-146	-6	-48	-28	3	-1	-3
CCc1cnc(N2[C@H](C#N)[C@@H](c3ccc(C#Cc4ccccc4F)cc3)[C@H]2CO)s1	-31	-26	-8	-21	3	1	-9
CC(=O)NC(Cc1cccc(F)c1)C(=O)NC1CCN(c2nnnn2-c2ccccc2)CC1 (stereo not given)	-8	3	30	-6	-2	0	.
Cc1ccc2sc(N(CCCN(C)C)C(=O)CN3C(=O)c4ccccc4C3=O)nc2c1C	-13	5	-5	14	-15	-1	-3
CS(=O)(=O)CC(=O)Nc1ccc2nc3n(c(=O)c2c1)CCCCC3	5	-6	5	-4	1	-1	-2
(listing goes on)
SMILES	PAX8 inh HTS	ARNT-TACC3 inh	LGR2 antag	EWS-Fli block	Casp6 inh	SIRT5 block	DENV2 CPE rescue
CC(=O)c1ccc(OCCOc2ccc([N+](=O)[O-])cc2)cc1	-1	8	-7	-7	-7	0	-3
CN(C)CCNC(=O)c1ccc(Cl)s1	.	9	-13	3	-36	7	-11
COc1ccc(S(=O)(=O)N(C)C[C@@H]2Oc3c(NC(=O)c4cc(C)nn4C)cccc3C(=O)N([C@@H](C)CO)C[C@@H]2C)cc1	.	.	0	-6	-1	2	-16
CSCCC(NS(=O)(=O)c1cc(C(=O)O)ccc1Cl)C(=O)O (stereo not given)	-6	27	19	5	2	-2	8

Quoted from the listing, 14 compounds:
SMILES	PAX8 inh HTS	ARNT-TACC3 inh	LGR2 antag	EWS-Fli block	Casp6 inh	SIRT5 block	DENV2 CPE rescue
Cc1ccccc1OCC(=O)Nc1ccc(S(=O)(=O)N2CCOCC2)cc1	-9	.	-19	0	-2	-2	18
CCS(=O)(=O)NCC[C@H]1CC[C@@H](NS(=O)(=O)c2ccccc2C)[C@@H](CO)O1	22	2	0	0	-6	0	-3
COc1ccc(C2=NN(C(=O)c3ccccc3)C(c3ccc(OC)c(OC)c3)C2)c(O)c1 (stereo not given)	11	-6	3	14	1	1	2
CCCS(=O)(=O)c1c(S(=O)(=O)CCC)c2c(N)cccn2c1C(=O)c1ccc(OC)cc1	4	-1	6	8	3	16*	-5
CCOC(=O)C(=CN(CCc1ccccc1)CC(=O)OC)C(=O)OCC	-2	-4	-23	1	2	-1	?
CCc1ccc(C2CC(c3ccc(C)cc3)n3nc(N)nc3N2)cc1 (stereo not given)	-6	.	-2	2	28	.	-4
COc1ccc(S(=O)(=O)Nc2ccc3c(c2)C(=O)N([C@@H](C)CO)C[C@H](C)[C@H](CN(C)S(=O)(=O)c2ccc(F)cc2)OCCCC[C@H](C)O3)cc1	58	11	18	13	1	10	1
Cc1ccc(CN2[C@@H](Cc3ccccc3)C(=O)CS2(=O)=O)cc1	-18	-1	-11	-6	0	-1	-10
COC(=O)c1ccc(COC(=O)c2cccnc2Cl)cc1	-146	-6	-48	-28	3	-1	-3
CCc1cnc(N2[C@H](C#N)[C@@H](c3ccc(C#Cc4ccccc4F)cc3)[C@H]2CO)s1	-31	-26	-8	-21	3	1	-9
CC(=O)NC(Cc1cccc(F)c1)C(=O)NC1CCN(c2nnnn2-c2ccccc2)CC1 (stereo not given)	-8	3	30	-6	-2	0	.
Cc1ccc2sc(N(CCCN(C)C)C(=O)CN3C(=O)c4ccccc4C3=O)nc2c1C	-13	5	-5	14	-15	-1	-3
CS(=O)(=O)CC(=O)Nc1ccc2nc3n(c(=O)c2c1)CCCCC3	5	-6	5	-4	1	-1	-2
CC(=O)c1ccc(OCCOc2ccc([N+](=O)[O-])cc2)cc1	-1	8	-7	-7	-7	0	-3

High-throughput results deposited in PubChem by Broad Institute.
